Screens: PubChem BioAssay, National Center for Advancing Translational Sciences (NCATS)
ALOX12 inhib: 12-hLO (ALOX12) enzyme inhibition. purified 12-hLO, xylenol orange hydroperoxide absorbance. Potency, µM (highest dose often 57.1 µM), for inactives: top-dose activity change, negative = inhibition, usual class: inhibitors. 150,000 tested, 0.12% active. AID 1452; further: potency means the concentration at half of the fitted maximal effect; nearly all actives have a fitted effect of over 55% in size; many of its hits are not listed in these tables
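Hydroperoxide output read as Fe(III)-xylenol orange absorbance, 573-to-405 nm ratio, after 30 min reaction with 40 uM arachidonic acid. Enzyme: 150 nM purified human 12hLO, 15 min compound preincubation; 25 mM Hepes pH 7.0, room temperature.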
15-hLO-2 inh: inhibitors of human 15-lipoxygenase 2 (ALOX15B); O15296; 110,000 tested, 0.56% active; purified 15hLO-2, xylenol orange hydroperoxide absorbance; Potency, µM (doses to about 57.1 µM), for inactives: at the highest dose activity change, negative = inhibition, hits mostly inhibitors; AID 881; further: potency means the concentration at half of the fitted maximal effect; nearly all actives have a fitted effect of over 60% in size; many of its hits are not listed in these tables
Target sequence (O15296 whole entry, looked up): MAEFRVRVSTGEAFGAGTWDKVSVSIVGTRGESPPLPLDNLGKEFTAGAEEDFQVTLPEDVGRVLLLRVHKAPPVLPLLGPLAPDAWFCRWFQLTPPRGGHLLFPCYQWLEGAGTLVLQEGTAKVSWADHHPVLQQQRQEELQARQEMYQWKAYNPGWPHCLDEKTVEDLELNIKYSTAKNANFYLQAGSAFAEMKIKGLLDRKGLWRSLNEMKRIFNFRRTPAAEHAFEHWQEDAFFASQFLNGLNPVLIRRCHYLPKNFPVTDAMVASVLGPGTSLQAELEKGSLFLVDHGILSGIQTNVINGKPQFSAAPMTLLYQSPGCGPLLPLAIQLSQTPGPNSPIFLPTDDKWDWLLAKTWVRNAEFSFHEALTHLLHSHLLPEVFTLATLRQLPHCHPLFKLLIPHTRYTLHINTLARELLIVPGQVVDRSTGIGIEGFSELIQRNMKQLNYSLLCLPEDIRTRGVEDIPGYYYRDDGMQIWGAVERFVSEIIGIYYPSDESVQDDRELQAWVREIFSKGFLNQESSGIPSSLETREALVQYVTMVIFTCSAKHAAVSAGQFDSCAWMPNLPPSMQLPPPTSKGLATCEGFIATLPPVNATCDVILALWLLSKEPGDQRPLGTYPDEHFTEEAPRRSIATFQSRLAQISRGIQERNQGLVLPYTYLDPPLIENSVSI
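Screening format was qHTS against 50 nM purified 15hLO-2 in Hepes pH 7.5 with detergent. Activity follows hydroperoxide formation from 45 uM arachidonic acid, measured as 573:405 nm absorbance ratio of the ferric-xylenol orange complex.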
PNC assembly inh: inhibitors of perinucleolar compartment assembly | 140,000 tested, 3.1% active | activity change (PNC), negative = inhibition, % at 10 µM | PC3M PTB-GFP, PNC prevalence imaging, 16 h; hits give low values;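 active means readout at or below -70, meaning at least 70% loss of cells showing the perinucleolar compartment, a nuclear body marking cancer cells; inconclusive means readout between -30 and a set limit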;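 further: plate controls were DMSO wells for no effect and camptothecin positive control wells for full effect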
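Read-out is percentage of cells bearing a perinucleolar compartment, from automated 20x imaging of fixed, Hoechst-stained PC3M PTB-GFP cells. Cells were seeded 4 h, then exposed 16 h to compound (23 nl of library stock) in duplicate plates.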
IMPase inh: IMPase inhibition in cells; P97697; CHO-M1 cells, IP1 accumulation, HTRF TR-FRET ratio; inhibition (IP1 accumulation), % at 46.1 µM; 120,000 tested, under 10 active; active means well fitted curve in the direction sought with a large enough effect in the signal ratio, not every such curve was filed as active; inconclusive means small, poorly fitted or top-dose-only effect, or a change in a side signal; inactive means no such curve, though single readings can be large or run the other way; the % refers to the signal ratio;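 further: cells stimulated with carbachol in lithium chloride buffer; plate controls were DMSO basal wells for no effect and reference inhibitor wells for full effect; higher means more IMPase inhibition seen as more IP1 and lower FRET ratio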
Target sequence (P97697 whole entry, looked up): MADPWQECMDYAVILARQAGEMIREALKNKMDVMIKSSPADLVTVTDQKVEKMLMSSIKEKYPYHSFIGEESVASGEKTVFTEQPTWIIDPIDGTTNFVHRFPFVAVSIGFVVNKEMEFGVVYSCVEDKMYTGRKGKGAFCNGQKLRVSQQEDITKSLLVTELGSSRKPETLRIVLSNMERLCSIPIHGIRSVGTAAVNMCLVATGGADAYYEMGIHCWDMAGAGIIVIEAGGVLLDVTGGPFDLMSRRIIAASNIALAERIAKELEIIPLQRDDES
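Cellular IMPase inhibition is scored as a rise in cytosolic IP1, detected by competitive TR-FRET between d2-labelled IP1 and a europium anti-IP1 antibody. M1-expressing CHO cells were stimulated with carbachol for 30 min at 37C, with lithium (50 mM LiCl) present in the buffer.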
* = called active by the depositor; ? = inconclusive; . = not tested or not shown; [ ] = another dose, or the depositor's remark. Unless noted, the call rests on the fitted dose curve; in most records, active means well fitted curve in the direction sought with a large enough effect; inconclusive means small, poorly fitted or top-dose-only effect, or another doubt; inactive means no such curve, though single readings can be large; an effect the other way counts as inactive or inconclusive. Unless noted, on the % scale 0 is the no-effect control and ±100 the full control effect. These rows are one share of the data. The share of hits here may be higher or lower than overall.

SMILES | ALOX12 inhib | 15-hLO-2 inh | PNC assembly inh | IMPase inh
CCOC(=O)N1CCN(C(=O)c2ccc3nc(N4CCC(C)CC4)sc3c2)CC1 | 2% | -5% | 31 | 2
O=C(NCCCn1ccnc1)C(F)(F)C(F)(F)C(=O)NCCCn1ccnc1 | -2% | 7% | 6 | 4
COc1ccccc1/C=C/C=N/n1c(-c2ccc(C)cc2)n[nH]c1=S | 2% | . | ? | .
CC(=O)OC1CC[C@@]2(C)C3=CC(=O)[C@]4(C)C(CC5OC6(OCC(C)CC6Br)C(C)C54)C3CC[C@H]2C1 (stereo not given in full) | 8% | -2% | . | .
Cc1ccc(NC(=O)CSc2nsc(SCC(=O)Nc3ccc(C)cc3C)c2C#N)c(C)c1 | -2% | . | 22 | -8
O=C(N/N=C/c1cccnc1)c1cc(-c2cccs2)nc2ccccc12 | -11% | . | -25 | .
CCOC(=O)Cc1csc(SCc2nc3sc4c(c3c(=O)[nH]2)CCC4)n1 | 2% | -7% | -13 | 6
CC(=O)Nc1nc(-c2ccc(Cl)cc2)ns1 | -6% | . | 47 | .
N#Cc1cc(N)ccc1Sc1ccc(Cl)cc1 | -13% | 15% | 35 | -5
COc1ccc(-c2nn(-c3ccccc3)cc2/C=N/NC(=O)c2cccc(S(=O)(=O)Nc3ccccc3OC)c2)cc1 | -1% | . | 44 | .
COc1ccc(COc2cc(-c3cccc(OC)c3)nc3ccc(NC(=O)c4ccccc4)cc23)cc1 | -3%[0.00818 µM] | 5%[0.0915 µM] | 8 | .
COCCn1c(SCC(=O)Nc2ncc(Cl)c(C)c2Cl)nc2ccccc21 | 1% | -5% | -3 | -1
O=C1c2ccccc2NC(c2ccc3c(c2)OCO3)N1O (stereo not given) | ? | -4% | 20 | 9
O=C(CN1CCN(S(=O)(=O)c2ccccc2)CC1)NC(=O)NCc1ccccc1 | 5% | -6% | 52 | -10
COc1ccc(CSC2=C(C#N)C(=O)NC3(CCCCC3)S2)cc1 | 2%[11.4 µM] | -18%[11.4 µM] | . | .
CC1CCN(C(=O)CNC(=O)c2ccc(Cl)cc2Cl)CC1 | -1% | 4% | -10 | -2
O=C1C(=O)N(c2ccccc2)c2ccccc21 | 4% | -4% | 41 | 4
COC(=O)N/N=C/c1cc([N+](=O)[O-])cc(Br)c1O | 2% | . | 15 | 6
CC1CCCC(C)N1C(=O)c1cccc2c1-c1ccccc1/C2=N/O (stereo not given) | -6% | . | -29 | 6
Cc1ccc(SCc2ccc(C(=O)Nc3ccccc3C(=O)NC(C)C)cc2)cc1 | -1% | . | -87* | -19
O=C(NC1CC1)C(=O)c1c(-c2ccccc2)[nH]c2ccccc12 | -5% | . | 35 | .
O=C(NCCn1ccc2ccccc21)c1ccc(S(=O)(=O)N2CCCCC2)cc1 | -6% | -1% | -81* | 1
Cc1c(C(=O)NCc2ccc3c(c2)OCO3)cccc1[N+](=O)[O-] | -4% | . | 62 | .
CCC(=O)NCCCCCCNC(=O)CC | -4% | 3% | 30 | 0
O=C(Nc1cc(C(F)(F)F)ccc1Cl)C(Sc1nnc(-c2cccs2)o1)c1ccccc1 (stereo not given) | -12% | . | 91 | -2
O=C(CSC1=NCCS1)Nc1ccnc2ccccc12 | -8% | 3% | -3 | 8
CCOC(=O)C(C)Sc1nnc(CNC(=O)c2ccc(OC)cc2)n1C1CCCCC1 (stereo not given) | 6% | -5% | 27 | 0
Cc1ccc(Nc2nc3c([nH]2)c(=O)[nH]c(=O)n3C)cc1 | -4% | -7% | 22 | 6
COc1cccc(NC(=O)CSc2nc(C)cs2)c1 | 4% | -4% | 21 | 4
CCOc1ccccc1NC(=S)Nc1ncccc1C | 20µM* | . | 14 | 3
S=c1[nH]nc(C2CC2)n1Cc1ccco1 | -2% | 13% | -5 | 6
CC1(C)NC(=O)N(CCCOc2ccc(Br)cc2Cl)C1=O | -11% | -3% | 27 | 2
O=C(NCCc1csc(-c2cccnc2)n1)c1ccccc1 | -5% | -3% | -16 | -7
CCCC1(CCC)C(=O)NC(=NCCc2ccc(OC)c(OC)c2)NC1=O | 2% | . | 46 | .
Cc1ccc(S(=O)(=O)c2nc(-c3ccc(F)cc3)oc2SCC(=O)NCC2CCCO2)cc1 (stereo not given) | 3% | . | ? | -5
O=C1C=C(Nc2cccc(Cl)c2)CC(c2ccco2)C1 (stereo not given) | 3% | -4% | -24 | 6
CCCN(CC(=O)Nc1cc(Cl)cc(Cl)c1)CC(=O)Nc1ccc(F)c(F)c1F | -3% | . | 39 | .
Cc1nc2nc(C)c(CCC(=O)N3CCOCC3)c(C)n2n1 | -4% | 5% | -2 | 6
Cc1ccc([N+](=O)[O-])cc1NC(=O)c1ccc(C(C)(C)C)cc1 | -3% | -15% | ? | 8
Clc1cc(Cl)c(Cl)c(Cl)c1Cl | -4% | -1% | . | .
CCc1cccc(C)c1NC(=O)CSc1nc2ccccc2n1CC(=O)N(C)C | 2% | -2% | 9 | 4
COc1ccc(N2CCN(CC(=O)Nc3cc(C)on3)CC2)cc1 | -12% | -24% | 15 | 2
CCN1CCCC1CNC(=O)C(=O)Nc1cccc(OC)c1 (stereo not given) | 0% | . | 72 | 5
Cc1cc(SCC(=O)NCCC2=CCCCC2)nc2ccccc12 | -7% | . | 4 | .
CCOC(=O)c1ccccc1NC(=O)CSc1ccccc1 | -2% | . | -6 | -3

A portion from further up, as a working copy:
SMILES | ALOX12 inhib | 15-hLO-2 inh | PNC assembly inh | IMPase inh
O=C(NCCc1csc(-c2cccnc2)n1)c1ccccc1 | -5% | -3% | -16 | -7
CCCC1(CCC)C(=O)NC(=NCCc2ccc(OC)c(OC)c2)NC1=O | 2% | . | 46 | .
Cc1ccc(S(=O)(=O)c2nc(-c3ccc(F)cc3)oc2SCC(=O)NCC2CCCO2)cc1 (stereo not given) | 3% | . | ? | -5
O=C1C=C(Nc2cccc(Cl)c2)CC(c2ccco2)C1 (stereo not given) | 3% | -4% | -24 | 6
CCCN(CC(=O)Nc1cc(Cl)cc(Cl)c1)CC(=O)Nc1ccc(F)c(F)c1F | -3% | . | 39 | .
Cc1nc2nc(C)c(CCC(=O)N3CCOCC3)c(C)n2n1 | -4% | 5% | -2 | 6
Cc1ccc([N+](=O)[O-])cc1NC(=O)c1ccc(C(C)(C)C)cc1 | -3% | -15% | ? | 8
Clc1cc(Cl)c(Cl)c(Cl)c1Cl | -4% | -1% | . | .
CCc1cccc(C)c1NC(=O)CSc1nc2ccccc2n1CC(=O)N(C)C | 2% | -2% | 9 | 4
COc1ccc(N2CCN(CC(=O)Nc3cc(C)on3)CC2)cc1 | -12% | -24% | 15 | 2
CCN1CCCC1CNC(=O)C(=O)Nc1cccc(OC)c1 (stereo not given) | 0% | . | 72 | 5
Cc1cc(SCC(=O)NCCC2=CCCCC2)nc2ccccc12 | -7% | . | 4 | .
CCOC(=O)c1ccccc1NC(=O)CSc1ccccc1 | -2% | . | -6 | -3

Further entries.
SMILES | ALOX12 inhib | 15-hLO-2 inh | PNC assembly inh | IMPase inh
Cc1nnc(SCC(=O)NCc2cccs2)n1-c1ccccc1 | -2% | -6% | -21 | -13
O=C(c1cc(-c2ccc(O)cc2)on1)N1CCc2ccccc2C1 | -6% | -16% | 14 | 4
O=C(N/N=C/c1cccs1)c1cnccn1 | -2% | . | -29 | .
CC(C)(CSc1nncn1N)NS(=O)(=O)c1ccc(Cl)cc1 | -11% | -2% | -8 | 6
O=C(NCc1ccc2c(c1)OCO2)c1ccc(CS(=O)(=O)c2cccc(C(F)(F)F)c2)o1 | -13% | -5% | -23 | -13
CCc1cccc(C)c1NC(=O)c1ccoc1C | 3% | -10% | ? | 5
COc1ccc(S(=O)(=O)N(Cc2ccccc2)c2ccccc2C(=O)Nc2ccccc2C(=O)NCc2ccco2)cc1 | -1% | . | 5 | 5
O=C(O)c1ccc2c(c1)C(=O)N(N1C(=O)c3ccccc3C1=O)C2=O | 4% | . | 34 | .
Cc1cc(NC(c2cccnc2)c2c(C)[nH]c3ccccc23)no1 (stereo not given) | -1% | 1%[2.29 µM] | 13 | 3
CC1Cc2nc(SCC(=O)N3CCN(c4ccccc4)CC3)n(CCc3ccccc3)c(=O)c2S1 (stereo not given) | -2% | -1% | ? | 14
CCOC(=O)C1=C(C)NC2=C(C(=O)CCC2)C1c1ccsc1 (stereo not given) | -4% | -2% | 19 | ?
CN1C(=O)/C(=C/c2ccc(-c3ccccc3[N+](=O)[O-])o2)SC1=Nc1ccc(Cl)c(C(=O)O)c1 | -3% | . | ? | 0
O=c1[nH][nH]c(C(F)(F)F)c1C=Nc1ccccc1 | -2% | 6% | -2 | 0
CCC1Sc2ccccc2N(CC(=O)NCc2ccc3c(c2)OCO3)C1=O (stereo not given) | -10% | -3% | ? | -1
CCCC(=O)Nc1nnc(-c2ccco2)s1 | -7% | 3% | ? | -14
CCN1CCN(c2c(Cl)cccc2NC(=O)c2ccc3c(c2)OCCO3)CC1 | 8% | 14% | 20 | 17
O=[N+]([O-])c1ccc(C2CCCC/C2=N/OCc2ccc(F)cc2)c([N+](=O)[O-])c1 (stereo not given) | -5% | -19% | 33 | 6
O=C(Nc1ccc(S(=O)(=O)NCc2ccco2)cc1)c1ccncc1 | 2% | -2% | ? | 10
COc1ccc(/C(C)=N\NS(C)(=O)=O)c(OC)c1 | 3% | . | -84* | .
Cc1cc(-c2cccs2)n[nH]1 | 3% | 1% | 17 | -15
CC1CCN(c2cc(N)c(Cl)cc2[N+](=O)[O-])CC1 | -24% | -11% | -28 | ?
O=C(CSc1ccc(Cl)cc1)OCc1nnc(-c2ccccc2)o1 | -18% | 1% | 36 | -3
CCOC(=O)c1nnc(-c2cccs2)nc1Oc1ccc(Cl)cc1 | 1% | -3% | -15 | 1
NCS(=O)(=O)O | -5%[11.4 µM] | -1%[11.4 µM] | . | .
CCOC(=O)N1CCN(C(=O)c2oc(=O)c3ccccc3c2-c2ccc(C)cc2)CC1 | 7% | 3% | ? | 0
N#CCCN(C(=O)CSc1ccc2c(c1)OCCO2)c1ccccc1 | 5% | -4% | ? | -1
CCN1CCN(C(=O)C2c3cc(OC)c(OC)cc3C(=O)N(C)C2c2ccc(SC)cc2)CC1 (stereo not given) | 3% | . | -100* | 13
COc1ccc(CCNC(=O)CN(c2ccc(C)cc2)S(=O)(=O)c2c(C)noc2C)cc1OC | -5% | 2% | ? | 1
CCCOc1ccc(S(=O)(=O)NCCCN2CCOCC2)c2ccccc12 | 6% | 0% | -6 | 5
CCNC(=O)C1CC(=O)N(c2ccc(Br)cc2)C1 (stereo not given) | -5% | 10% | -9 | 2
CCN(CC)S(=O)(=O)c1ccc(O)c(NS(=O)(=O)c2ccccc2F)c1 | -2% | . | 2 | .
CCC(C)NC(=O)C1CCN(S(=O)(=O)c2ccc(OC)cc2)CC1 (stereo not given) | -6% | 1% | -6 | 4
COc1ccc(C(=O)Nc2ccc3c(c2)nc(CN2CCN(C(C)=O)CC2)n3C)cc1 | 1% | 6% | -14 | 5
CN(c1ccccc1C(=O)Nc1ccccc1C(=O)NCc1ccco1)S(C)(=O)=O | 2% | -14% | -117* | -1
Cc1cc(/C=N/n2cnnc2)c(C)n1-c1ccc(Cl)cc1 | 1% | . | -15 | .
CC1CC(C)CN(C(=O)C2CCCN(S(=O)(=O)c3cccc4nonc34)C2)C1 (stereo not given) | -6% | 3% | -2 | 0
COc1ccc(N(C(C)C(=O)N/N=C/c2ccc(OCC(C)C)cc2)S(C)(=O)=O)cc1 (stereo not given) | -4% | . | ? | .
